Tau fibril FP: qHTS for Inhibitors of Tau Fibril Formation, Fluorescence Polarization; Microtubule-associated protein tau (Homo sapiens), P10636; K18 P301L tau heparin fibrillization, Alexa594 FP, 6 h; Potency, µM (doses to about 57.7 µM), inactives show top-dose activity, negative = inhibition, usual class: inhibitors; 280,000 tested, 0.39% active; AID 1468, 2008; note: nearly all actives have a fitted effect of over 55% in size
Target sequence (P10636 561-689 P618L limits assumed): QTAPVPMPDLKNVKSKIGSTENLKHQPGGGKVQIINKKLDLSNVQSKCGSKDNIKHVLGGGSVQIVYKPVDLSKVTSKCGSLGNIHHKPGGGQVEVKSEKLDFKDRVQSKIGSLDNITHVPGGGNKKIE
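Human K18 P301L fragment (15 uM unlabeled plus 0.24 uM Alexa 594-labeled) in 100 mM sodium acetate pH 7 with compound, aggregation induced by 20 uM heparin for 6 hr at 37 C. ThT (30 uM) added for 1 hr, then Alexa 594 FP read.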
Tau ThT inhib: qHTS for Inhibitors of Tau Fibril Formation, Thioflavin T Binding; Microtubule-associated protein tau (Homo sapiens), P10636; recombinant tau K18 P301L, heparin-induced fibrillization, ThT fluorescence; Potency, µM (top dose mostly 57.4 µM), inactives show at the highest dose activity, negative = inhibition, hits mostly inhibitors; 270,000 tested, 2.1% active; note: nearly all actives have a fitted effect of over 55% in size
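ThT emission at 510 nm, taken 1 hr after adding 30 uM dye, quantifies aggregates formed when 20 uM heparin acts on human tau K18 P301L for 6 hr at 37 C.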
ALDH1A1 block: qHTS Assay for Inhibitors of Aldehyde Dehydrogenase 1 (ALDH1A1) | Aldehyde dehydrogenase 1A1 (Homo sapiens), P00352 | Purified ALDH1A1, NADH fluorescence, propionaldehyde substrate | Potency, µM (doses to about 75.3 µM), for the others: at the top dose activity, negative = inhibition, actives largely listed as inhibitors | 220,000 tested, 7.3% active | AID 1030, 2008; active = well fitted inhibition curve with a large enough effect, not every such curve was filed as active; inconclusive = small, poorly fitted or top-dose-only effect, or another doubt; inactive = no such curve, though single readings can be large or run the other way;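 note: plate controls were no enzyme wells and a reference inhibitor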
TRb SRC2 PPI: qHTS for Inhibitors of the Interaction of Thyroid Hormone Receptor and Steroid Receptor Coregulator 2 | TRbeta-SRC2 peptide binding, fluorescence polarization; receptor liganded with 1 µM T3 | Potency, µM (highest dose often 106 µM), inactives show at the top dose activity change, negative = inhibition, most hits filed as inhibitors | 280,000 tested, 0.065% active | AID 1469, 2008;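 note: plate controls were bound peptide for no effect and peptide without receptor for full effect; nearly all actives have a fitted effect of over 50% in size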
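Human TRb LBD (0.6 uM) plus Texas Red-labeled SRC2 peptide (20 nM), 1uM T3, 5% DMSO, 5 hr at ambient temperature. Decreased polarization (555/632 nm) flags inhibition; data normalized to free and bound peptide controls.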
TexasRed fluor: Total Fluorescence Counterscreen for Inhibitors of the Interaction of Thyroid Hormone Receptor and Steroid Receptor Coregulator 2; 280,000 tested, 0.29% active; Potency, µM (top dose mostly 106 µM), for the others: at the top dose fluorescence change, negative = quenching; TRb/SRC2 Texas Red total fluorescence interference; active = well fitted curve in either direction with a large enough effect; inconclusive = small, poorly fitted or top-dose-only effect
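Flags fluorescent or light-absorbing compounds by total fluorescence, S + 2P, at 555 nm excitation and 632 nm emission. Mixture: 20 nM Texas Red SRC2 peptide, 0.6 uM human TRb LBD, 1 uM T3, 5% DMSO; compound exposure 5 h at ambient temperature.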
L3MBTL1 inh: qHTS Assay for the Inhibitors of L3MBTL1 | AlphaScreen L3MBTL1–H3K9me1 peptide binding | AID 485360, 2010 | 230,000 tested, 0.66% active | Potency, µM (titrated, usually from 57.1 µM), inactives show at the highest dose activity, negative = inhibition, hits mostly inhibitors; note: nearly all actives have a fitted effect of over 60% in size
Target sequence (Q9Y468 whole entry, looked up): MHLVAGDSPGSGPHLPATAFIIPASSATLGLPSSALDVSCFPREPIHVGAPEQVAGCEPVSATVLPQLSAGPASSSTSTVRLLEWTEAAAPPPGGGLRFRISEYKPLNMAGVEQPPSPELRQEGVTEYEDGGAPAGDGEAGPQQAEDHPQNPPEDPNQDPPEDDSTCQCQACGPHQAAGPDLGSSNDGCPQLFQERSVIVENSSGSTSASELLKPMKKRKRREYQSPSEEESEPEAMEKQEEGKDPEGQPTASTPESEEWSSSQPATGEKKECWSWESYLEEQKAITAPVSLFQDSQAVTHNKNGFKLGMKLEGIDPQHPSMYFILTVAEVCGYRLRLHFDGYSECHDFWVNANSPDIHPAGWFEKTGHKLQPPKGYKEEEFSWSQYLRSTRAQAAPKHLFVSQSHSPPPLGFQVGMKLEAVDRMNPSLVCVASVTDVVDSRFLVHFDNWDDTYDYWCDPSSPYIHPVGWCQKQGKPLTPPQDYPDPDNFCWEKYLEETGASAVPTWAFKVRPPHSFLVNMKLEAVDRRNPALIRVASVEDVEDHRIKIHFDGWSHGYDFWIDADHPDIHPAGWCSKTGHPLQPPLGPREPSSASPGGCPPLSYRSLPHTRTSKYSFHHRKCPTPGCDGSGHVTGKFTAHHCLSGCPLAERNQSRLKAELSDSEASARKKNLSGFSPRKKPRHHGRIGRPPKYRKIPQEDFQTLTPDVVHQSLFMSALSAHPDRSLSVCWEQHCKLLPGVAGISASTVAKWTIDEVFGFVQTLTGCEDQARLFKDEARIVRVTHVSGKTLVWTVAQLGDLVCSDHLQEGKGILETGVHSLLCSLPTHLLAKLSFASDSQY
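L3MBTL1 50 nM + b-AHA-H3(1-15)K9me1 75 nM, 30 min RT; compound added, 30 min RT; streptavidin donor/Ni-chelate acceptor beads 10 ug/mL each final, 30 min RT dark; AlphaScreen read.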
Tau fluor cs: Counterscreen qHTS for Inhibitors of Tau Fibril Formation, Fluorescence Polarization. tau K18 P301L Alexa594 fluorescence, heparin fibrillization. Potency, µM (highest dose often 57.7 µM), without a hit: at the highest dose activity change, negative = decrease. 280,000 tested, 0.93% active. AID 1463, 2008; note: nearly all actives have a fitted effect of over 55% in size
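Human tau K18 P301L (15 uM unlabeled, 0.24 uM Alexa 594-labeled) in 100 mM sodium acetate pH 7 with 20 uM heparin, 6 hr at 37 C. ThT 30 uM added, 1 hr ambient; Alexa 594 FP and total fluorescence read at 555/632 nm.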
aGal spleen mod: qHTS Assay for Inhibitors and Activators of Human alpha-Galactosidase From Spleen Homogenate; human spleen homogenate, 4MU-alpha-Gal fluorescence, 40 min; 240,000 tested, 0.008% active; Potency, µM (series often up to 80 µM), inactives show top-dose activity change, negative = inhibition, hits mostly inhibitors; Alpha-galactosidase A (Homo sapiens), P06280;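 note: 0% = enzyme with vehicle and -100% = no enzyme basal signal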
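qHTS titration in buffer at pH 5.0. Alpha-galactosidase activity in spleen homogenate was measured via 4-methylumbelliferone release from 1 mM fluorogenic substrate after 40 min at 37C and a pH 10 stop. AC50 came from Hill fits of control-normalized data.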
Active calls of the source: *; ? = inconclusive; · = not tested or not shown; [ ] = dose if it differs, or a comment. Unless noted, calls come from the whole dose curve; as a rule, active = well fitted curve in the direction sought with a large enough effect; inconclusive = small, poorly fitted or top-dose-only effect, or another doubt; inactive = no such curve, though single readings can be large; an effect the other way counts as inactive or inconclusive. Unless noted, % is set by controls: 0 for no effect and ±100 for the full control effect; potency is the fitted concentration of half-maximal effect.

smiles	Tau ThT inhib	Tau fluor cs	ALDH1A1 block	Tau fibril FP	TRb SRC2 PPI	aGal spleen mod	TexasRed fluor	L3MBTL1 inh
CCN(CC)C(=O)CSc1nc2c(c(=O)n(C)c(=O)n2C)n1Cc1ccccc1	2%	0%	·	-1%	1%	·	7%	·
CCCCC(=O)Nc1ccc(C(=O)NN2C(=O)c3ccccc3C2=O)cc1	2%	6%	10%	-7%	-10%	22%	-1%	1%
FC(F)(F)c1ccc(-c2noc(-c3ccccc3)c2I)cc1	-8%[81.4 µM]	1%[81.3 µM]	2%	-5%[81.3 µM]	3%	1%	-3%	·
O=c1c2ccccc2nc(-c2ccc(Cl)cc2Cl)n1O	-6%	-2%	11%	0%	2%	5%	-6%	-8%
O=C(NCCCn1ccnc1)c1cc(C2CC2)on1	-9%	-5%	6%	-12%	-5%	-3%	0%	2%
NCC1CCCCC1CC(=O)O (stereo not given)	5%	-1%	12%	4%	0%	19%	-2%	·
C=CCN1c2ccccc2[C@]23C[C@@H](C(=O)OC)N(C(=O)CC(C)C)C2=NC(C(=O)OC)=C(C(=O)OC)[C@H]13	?	-8%[11.6 µM]	2%[13.5 µM]	-3%[11.6 µM]	6%[11.2 µM]	4%[17.5 µM]	-1%[11.2 µM]	·
O=C(CSc1cccc2cccc(Cl)c12)OCC(=O)N1CCN(C(=O)c2ccco2)CC1	?	-12%	11µM*	5%	-14%	-2%	-4%	·
CC(C)(C)NC(NC(=O)Cc1ccccc1)C(Cl)(Cl)Cl (stereo not given)	-1%	-5%	4%	4%	6%	7%	-3%	2%
Cn1c(N)c(C(=O)NCc2ccccc2)sc1=S	-16%	-12%	20µM*	-3%	-4%	-6%	-1%	2%
O=C(c1cc(-c2cccs2)nc2ccccc12)N1CCN(S(=O)(=O)c2ccccc2)CC1	-5%	-20%	?	-8%	-10%	-7%	-1%	·
CCc1nc(NCCCCCO)c2nnn(Cc3ccccc3F)c2n1	-5%	-12%	1.4µM*	8%	10%	-4%	1%	·
COc1ncnc2c1N=C1CC(C)(C)CC(N)=C1S2	-16%	1%	?	-2%	-22%	0%	5%	4%[11.4 µM]
O=C(NNC(=O)c1cccs1)c1ccc(Cl)cc1	-3%	0%	3%	2%	0%	0%	1%	7%
CCOCCn1cnc2sc(C(=O)Nc3ccccc3C(=O)OC)c(C)c2c1=O	-2%	-12%	·	7%	-16%	·	-56%	·
Cc1ccc(C)c(S(=O)(=O)c2cn(C)c3cc(F)c(F)cc3c2=O)c1	-7%	-7%	·	-6%	-4%	·	1%	·
CC(C)NC(=S)NC(=O)c1ccc(-c2ccccc2)cc1	-17%	-17%	?	3%	-8%	-2%	0%	-1%
COc1cc(-c2nc(-c3ccccn3)no2)cc(OC)c1OC	?	-12%	?	-12%	0%	-2%	1%	6%
Cc1[nH]c(=O)c(C#N)c2c1CCCC2	-6%	1%	?	3%	-10%	2%	-2%	-12%
Cc1cc(Cl)ccc1OCC(=O)NNC(=O)c1cnccn1	-1%	-1%	-2%	-1%	2%	3%	0%	·
Cc1cc(C(=O)c2ccccc2)c(NC(=O)CCl)s1	?	-16%	2.5µM*	-9%	-3%	1%	0%	-13%
COc1ccc(Cn2nnc3c(=O)[nH]c(C4CCN(C(=O)c5ccccc5Cl)CC4)nc32)cc1	-7%	-1%	14µM*	-1%	·	7%	·	11%
Fc1ccccc1Cc1noc(CN2CCN(C/C=C/c3ccccc3)CC2)n1	-15%	-7%	-11%	2%	-3%	-6%	-4%	-20%
CCOC(=O)c1cnc2c(C)c(Cl)ccc2c1NCCc1ccccc1	?	-27%	·	2%	4%	·	?	·
CCOC(=O)CNc1nc(Cl)nc(Nc2ccc(Cl)cc2)n1	-3%	1%	·	-10%	0%	5%	-1%	·
COc1ccc(NC(=O)NC23CC4(C)CC(C)(CC(C)(C4)C2)C3)cc1OC	?	13µM*[quencher]	8%	4%	-3%	-2%	7%	-2%
COc1cccc(CNc2nc3ccccc3n2CCN2CCCCC2)c1OC	-4%	-6%	6%	?	-20%	5%	-1%	-12%
CCc1cccc(-n2c(=O)c3cccnc3n2CC(=O)Nc2ccccc2C(=O)OC)c1	6%	-6%	·	-5%	-2%	·	3%	·
CCSc1nnc(NC(=O)Nc2cccc(C)c2)s1	-20%	?	-12%	?	11%	4%	-3%	-1%
CC(C)(C)C(=O)C(Cc1ccccc1)n1cncn1 (stereo not given)	-6%	-9%	-5%	?	-10%	9%	-1%	·
NNC(=O)C1CC1c1ccccc1 (stereo not given)	1%	0%	4µM*	3%	-5%	-4%	1%	-9%
COc1ccc(OC)c(C2C3=C(N=c4s/c(=C\c5cccc(O)c5)c(=O)n42)c2ccccc2CC3)c1 (stereo not given)	?	?	-9%	22µM*	-5%[53 µM]	-2%	0%[53 µM]	-8%
CCc1ccc2c(c1)cc(CN(C(=S)Nc1ccccc1Cl)C1CC1)c1nnnn12	-15%	?	0%	-12%	-1%	5%	-5%	0%
CCCCC1=CC2=CC(=O)C(C)(OC(=O)CCC(=O)OC)C(=O)C2=CO1 (stereo not given)	-5%	-5%	-9%	-2%	-1%	0%	1%	·
COc1ccc(CNc2nc3nc(C)cc(C)n3n2)cc1OC	2%	13%	1%	7%	-14%	-7%	1%	-1%
O=C(Nc1ccc(S(=O)(=O)NC2=NCCCCC2)cc1)c1ccc(=O)[nH]c1	-1%	3%	1%	1%	3%	3%	0%	11%
COC(=O)c1cccc(N2CCCC2=O)c1	·	19%	·	1%	0%	5%	-2%	·
CCCc1cc(=O)[nH]c(Nc2cccc(Cl)c2Cl)n1	0%	?	·	-16%	-6%	·	3%	·
CC(=O)Nc1cc(S(=O)(=O)C(F)(F)F)ccc1Cl	-5%	4%	2%	0%	-1%	-2%	0%	·
C=C(C)Cn1c(N2CCC(Cc3ccccc3)CC2)nc2c1c(=O)[nH]c(=O)n2C	-14%	-3%	?	14%	-2%	-1%	-1%	-9%
Cc1ccn2cc(C(=O)Nc3ccccc3N3CCOCC3)nc2c1	-18%	-12%	?	0%	-9%	-2%	-1%	-4%
CSc1nnc(-c2nnc(SC)n2-c2ccccc2)n1-c1ccccc1	-9%	3%	?	0%	-12%	1%	1%	-8%
COc1ccc(OCC(=O)O/N=C(\N)Cc2ccc(Cl)cc2Cl)cc1	-14%	-18%	-3%	0%	5%	2%	-1%	·
N/C(=N\OC(=O)COc1ccc2ccccc2c1)c1cccnc1	?	-18%	?	6%	3%	-14%	-2%	18%
CC(C)(C)C(=O)Nc1cccc(-c2ncon2)c1	-2%	-3%	13%	-6%	3%	-5%	1%	6%
COc1cc(C)nn1-c1ccc(Cl)cc1	4%	6%	5%	0%	-5%	5%	-1%	27%
Cc1ccc(CN2CCN(/N=C/c3ccc(Cl)c([N+](=O)[O-])c3)CC2)cc1	?	?	-5%	-2%	1%	6%	1%	·
COC(=O)c1sccc1NC(=O)c1ccc(OC)c(OC)c1	-7%	-6%	?	6%	11%	-1%	1%	·
O=C(COc1ccc2c(C(F)(F)F)cc(=O)oc2c1)Nc1ccc(N2CCOCC2)cc1	-7%	-6%	21%	7%	3%	-3%	0%	1%
CCc1[nH]c(C(=O)O)c(C)c1C(=O)OC	-2%	-5%	8%	-3%	-2%	-8%	-2%	5%
O=C(CN(Cc1cccs1)C(=O)CN1C(=O)COc2ccccc21)NCc1ccco1	-13%	-10%	-6%	-5%	11%	0%	0%	·
CCCCN(CC)CCNC(=O)c1c(C)oc2ncnc(N3CCOCC3)c12	1%	-4%	·	-14%	1%	·	-9%	·
CC(C)c1ccc(C2NC(=S)NC3=C2C(=O)CCC3)cc1 (stereo not given)	-2%	-3%	4µM*	4%	-11%	2%	0%	9%
O=C(Nc1nc(-c2ccc(Cl)cc2)cs1)c1cccnc1	-7%	-13%	0%	-22%	-1%	1%	-5%	·
COCCN(Cc1cc2cc3c(cc2n2nnnc12)OCO3)C(=O)c1ccccc1F	-2%	-2%	?	0%	-5%	1%	1%	2%
CCC(Sc1ncccn1)C(=O)Nc1cc(C)on1 (stereo not given)	-8%	-4%	15%	-7%	-7%	-5%	-2%	10%
O=C(CSc1ccccc1)Nc1ccccc1C(=O)N1CCCC1	-5%	-8%	-1%	-7%	3%	0%	-2%	-4%
COc1ccc(Nc2nnc(-c3ccc(C)c(S(=O)(=O)NCCO)c3)c3ccccc23)cc1C(N)=O	-17%	-23%	·	8%	3%	·	-6%	·
COC(=O)CCn1nnc(-c2ccc(C)cc2)n1	-13%	-5%	-6%	-4%	-5%	-2%	-5%	-14%
CCCCC(=O)Nc1ncc([N+](=O)[O-])s1	-12%	-14%	-1%	1%	-1%	-13%	-7%	-2%[11.4 µM]
NC(=O)N/N=C\c1ccc([N+](=O)[O-])o1	·	·	-14%[20.9 µM]	·	-2%[53 µM]	-9%[29.1 µM]	1%[53 µM]	·

Single records, from the list above. Order of screens: Tau ThT inhib, Tau fluor cs, ALDH1A1 block, Tau fibril FP, TRb SRC2 PPI, aGal spleen mod, TexasRed fluor, L3MBTL1 inh
`Cc1ccn2cc(C(=O)Nc3ccccc3N3CCOCC3)nc2c1` across the screens: -18%, -12%, ?, 0%, -9%, -2%, -1%, -4%
`O=C(Nc1nc(-c2ccc(Cl)cc2)cs1)c1cccnc1` across the screens: -7%, -13%, 0%, -22%, -1%, 1%, -5%, ·

This is a random part of the collection. Share with any hit: about 8.5%.
